# Compound activity from PubChem.
# TCR act: activators of T cell receptors. primary human leukocytes, anti-CD3, IL-2 HTRF, 48 h. Potency, µM (doses to about 9.22 µM), inactives show at the top dose activation of IL-2 secretion, actives largely listed as activators. 330,000 tested, under 10 active; active = well fitted activation curve with a large enough effect; inconclusive = small, poorly fitted or top-dose-only effect, or another doubt; inactive = no such curve, though single readings can be large or run the other way; also: % of control where 0% means no effect
#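 Human primary leukocytes + a-CD3 beads + cpd, 48 hr; IL-2 in supernatant by HTRF (ex 320nm / em 665nm). No co-stimulatory signal supplied.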
# KCNH2 3.1 block: blocks the human KCNH2 3.1 channel isoform | U2OS KCNH2 3.1, thallium flux FluxOr; hits give low values | activity change, % (tested at about 1.8 µM) | actives 0.95% (n = 340,000) | AID 720553;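 active = maximum activity change below -70%; inconclusive = maximum activity change from -70% to -50%; inactive = maximum activity change above -50%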;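 also: thallium influx rate constant from kinetic fluorescence after stimulation buffer; % is scaled to controls: 0 for no effect and ±100 for the full control effect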
#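 U2OS cells transduced with KCNH2 3.1 mutant virus (1.77 x 10^8 /mL, 4 h), plated overnight at 37 C, loaded 45 min with FluxOr dye plus Red40 quencher. Thallium flux rate constant from kinetic reads after stimulation buffer, normalised to controls.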
# hERG WT inh: blocks the wildtype human KCNH2 potassium channel | U2OS, BacMam KCNH2, thallium flux FluxOr; hits give low values | activity change, % at 1.84 µM | actives 0.37% (n = 340,000) | AID 720551;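 active = maximum activity change below -70%; inconclusive = maximum activity change between -70% and -50%; inactive = maximum activity change above -50%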; also: % is scaled to controls: 0 for no effect and ±100 for the full control effect
# Target sequence (Q12809 whole entry, looked up): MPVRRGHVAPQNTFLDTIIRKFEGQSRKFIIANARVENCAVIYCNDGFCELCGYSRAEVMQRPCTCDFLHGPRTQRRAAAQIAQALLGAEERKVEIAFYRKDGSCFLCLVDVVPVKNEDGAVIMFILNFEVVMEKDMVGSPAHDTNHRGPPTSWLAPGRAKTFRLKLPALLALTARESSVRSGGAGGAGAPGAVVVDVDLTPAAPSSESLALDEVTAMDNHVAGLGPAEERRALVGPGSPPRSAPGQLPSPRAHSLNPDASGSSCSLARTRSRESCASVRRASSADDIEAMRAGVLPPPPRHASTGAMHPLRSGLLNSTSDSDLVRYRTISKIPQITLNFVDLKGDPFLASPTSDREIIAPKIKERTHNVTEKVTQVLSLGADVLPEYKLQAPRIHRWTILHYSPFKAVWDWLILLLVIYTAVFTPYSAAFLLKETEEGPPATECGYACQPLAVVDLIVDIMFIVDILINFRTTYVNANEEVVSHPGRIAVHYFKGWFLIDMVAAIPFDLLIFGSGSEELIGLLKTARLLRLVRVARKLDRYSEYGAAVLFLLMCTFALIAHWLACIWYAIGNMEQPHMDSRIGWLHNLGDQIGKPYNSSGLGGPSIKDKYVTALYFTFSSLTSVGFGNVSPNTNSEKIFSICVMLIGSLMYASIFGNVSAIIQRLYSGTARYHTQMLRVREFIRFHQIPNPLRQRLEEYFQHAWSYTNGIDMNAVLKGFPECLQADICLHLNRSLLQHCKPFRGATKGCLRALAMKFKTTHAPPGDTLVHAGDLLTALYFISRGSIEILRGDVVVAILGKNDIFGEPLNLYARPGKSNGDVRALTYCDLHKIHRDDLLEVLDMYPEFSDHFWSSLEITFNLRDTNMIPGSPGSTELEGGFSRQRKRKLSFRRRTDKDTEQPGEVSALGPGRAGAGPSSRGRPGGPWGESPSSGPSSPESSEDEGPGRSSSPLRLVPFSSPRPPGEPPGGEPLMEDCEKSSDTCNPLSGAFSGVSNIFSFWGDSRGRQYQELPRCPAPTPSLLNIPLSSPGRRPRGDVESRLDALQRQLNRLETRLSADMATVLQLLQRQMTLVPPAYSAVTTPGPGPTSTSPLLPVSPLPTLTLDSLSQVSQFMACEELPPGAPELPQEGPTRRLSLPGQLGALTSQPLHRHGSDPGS
#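 U2OS cells were transduced with wild-type KCNH2 virus (2.03 x 10^8 / mL) for 4 h at room temperature, then cultured overnight at 37 C. Thallium flux was read with FluxOr dye. Rate constants were normalized to DMSO controls.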
# Starred values were filed as active, the others as inactive; u = inconclusive. An excerpt (hit frequency here may not be typical).
SMILES,TCR act,KCNH2 3.1 block,hERG WT inh
COc1ccc(CNC(=O)C2(CC3CC(c4ccccc4)=NO3)CCN(C(=O)Cc3ccc(F)cc3)CC2)cc1 (stereo not given),10%,-72*,-27
O=C(Cc1ccccn1)c1ccncc1,-2%,8,-4
Cc1nn(-c2ncccn2)c2c1C(=O)CC(C)(C)C2Br (stereo not given),1%,-151*,-151*
CN1C(=O)CCC2(c3ccccc3)CC=C(O)C=C12 (stereo not given),0%,31,11
COc1ccc(C2=NOC(c3nnc(-c4ccccc4)o3)C2)cc1 (stereo not given),0%,8,-3
c1ccc2c(c1)c1c(c3ccccc32)CN2CCCC2C1 (stereo not given),-3%,-6,32
OC(Cc1cccnc1)c1ccccc1 (stereo not given),2%,16,-1
CCOc1ccccc1OCCCC(=O)N1CCN(S(=O)(=O)c2cc(F)ccc2F)CC1,8%,9,0
Cc1ccc(C(C(=O)NC2CCCC2)N(Cc2cccs2)C(=O)c2csnn2)o1 (stereo not given),-7%,-8,25
CCCOC(=O)CC1C(=O)NCCN1Cc1ccccc1C (stereo not given),-1%,u,-3
C[C@@H]1CCC[C@@]2(O[C@@H](CCO)C[C@H](O)[C@H]2O)O1,15%,-3,-14
O=CN(CCNc1ccccc1)c1ccccc1,7%,-15,-11
COc1ccc2ccccc2c1C1NC(=O)c2ccccc2N1 (stereo not given),-2%,-16,-11
CN1CCc2c(sc3c2c(=O)n(-c2cccc(Cl)c2)c2nncn32)C1,2%,11,2
O=C(CN1C(=O)c2cccc3cccc1c23)Nc1ccccc1C(=O)NCc1ccco1,-14%,-3,-10
Oc1c(Br)cc(Br)c2cccnc12,-5%,-1,4
C(=NN=C1c2ccccc2-c2ccccc21)c1ccc2c(c1)OCO2,-2%,12,-28
COC(=O)c1c(NC(=O)Cc2cccs2)sc(C(=O)NC2CCCCC2)c1C,-2%,8,-9
Cc1c2cc[n+](CCN3CCCCC3)cc2c(C)c2c1[nH]c1ccc(O)cc12,0%,3,-7
CCC(C(=O)OCC(=O)C1(O)CCC2C3CCC4=CC(=O)CCC4(C)C3C(O)CC21C)C(C)C (stereo not given),-14%,3,9
O=C(C(c1ccccc1)C(O)c1ccccc1)N1CCOCC1 (stereo not given),-3%,-6,-4
Oc1c(Br)cc(CNC2CCCCC2)cc1Br,2%,-4,7
O=C(Cc1ccccc1Cl)c1ccccc1,-7%,-6,6
Cc1ccc(C)c(NC(=O)c2ccc(S(=O)(=O)N(C)CC3CCCO3)cc2)c1 (stereo not given),1%,7,5
COc1ccc(C2Nc3ccccc3C(=O)N2Cc2ccccc2)cc1OC (stereo not given),12%,1,13
O=C(/C=C/c1ccc2c(c1)OCO2)c1ccc(O)cc1O,-6%,0,10
CN(C(=O)c1ccc(NC(=O)Cc2cccc(NC(=O)C3CCN(C(=O)C4CCCCC4)CC3)c2)cc1)C1CC1,-21%,10,-2
COc1cc(Cl)c(CNC[C@H]2O[C@@H](n3cnc(C(N)=O)n3)[C@H](O)[C@@H]2O)c(Cl)c1O,1%,0,-15
CC(C)(COC(=O)c1ccccc1)N1CC2CCC(C1)O2,-3%,-4,-2
CN(CCc1ccccc1)C(=O)c1ccc(NC(=O)Cc2ccc(NC(=O)C3CCN(C(=O)CCc4ccccc4)CC3)cc2)cc1,11%,2,-23

# Taken from the listing, 13 compounds:
SMILES,TCR act,KCNH2 3.1 block,hERG WT inh
C(=NN=C1c2ccccc2-c2ccccc21)c1ccc2c(c1)OCO2,-2%,12,-28
COC(=O)c1c(NC(=O)Cc2cccs2)sc(C(=O)NC2CCCCC2)c1C,-2%,8,-9
Cc1c2cc[n+](CCN3CCCCC3)cc2c(C)c2c1[nH]c1ccc(O)cc12,0%,3,-7
CCC(C(=O)OCC(=O)C1(O)CCC2C3CCC4=CC(=O)CCC4(C)C3C(O)CC21C)C(C)C (stereo not given),-14%,3,9
O=C(C(c1ccccc1)C(O)c1ccccc1)N1CCOCC1 (stereo not given),-3%,-6,-4
Oc1c(Br)cc(CNC2CCCCC2)cc1Br,2%,-4,7
O=C(Cc1ccccc1Cl)c1ccccc1,-7%,-6,6
Cc1ccc(C)c(NC(=O)c2ccc(S(=O)(=O)N(C)CC3CCCO3)cc2)c1 (stereo not given),1%,7,5
COc1ccc(C2Nc3ccccc3C(=O)N2Cc2ccccc2)cc1OC (stereo not given),12%,1,13
O=C(/C=C/c1ccc2c(c1)OCO2)c1ccc(O)cc1O,-6%,0,10
CN(C(=O)c1ccc(NC(=O)Cc2cccc(NC(=O)C3CCN(C(=O)C4CCCCC4)CC3)c2)cc1)C1CC1,-21%,10,-2
COc1cc(Cl)c(CNC[C@H]2O[C@@H](n3cnc(C(N)=O)n3)[C@H](O)[C@@H]2O)c(Cl)c1O,1%,0,-15
CC(C)(COC(=O)c1ccccc1)N1CC2CCC(C1)O2,-3%,-4,-2

# Other records follow:
SMILES,TCR act,KCNH2 3.1 block,hERG WT inh
CC(C)Cc1ccc(C(C)C(N)=Nc2ccc(O)cc2)cc1 (stereo not given),4%,-13,20
COc1ccc(S(N)(=O)=O)cc1C(=O)NNC(=O)c1cccc(S(=O)(=O)N2CCOCC2)c1,-2%,-8,-1
CC(C)c1nc(SCC(=O)N2CCCC2)c2c(=O)n(C)c(=O)n(C)c2n1,-6%,-4,2
COC(=O)[C@@H]1CCCN1C(=O)[C@@H](NC(=O)OC(C)(C)C)C(C)C,-8%,-3,26
CC1=C(C(=O)OCc2ccccc2)C(c2ccc3c(c2)OCO3)NC(=O)N1CCCC(=O)O (stereo not given),-2%,-1,-3
CSc1ccccc1NC(=O)C(C)N(C)CC(=O)N1CCN(Cc2ccccc2)CC1 (stereo not given),4%,5,-7
CCN(c1ccccc1)S(=O)(=O)c1ccc(Cl)c(C(=O)NC2CCN(Cc3ccccc3)CC2)c1,2%,-5,8
O=C1c2ccccc2C(=O)N1CCCn1c2ccc(Cl)cc2c2nc3ccccc3nc21,4%,1,10
CC(/C=C/c1ccc(O)cc1)=NNc1ccccc1,-2%,2,2
O=[N+]([O-])c1ccccc1C=NNc1ccccc1,-2%,-1,-1
COC1C(O)C(O)C(O)C(O)C1O (stereo not given),-1%,8,0
OC(CNCCN1CCNCC1)Cc1ccccc1 (stereo not given),-2%,-3,5
CSCCC(NC(=O)c1cccc(S(=O)(=O)N2CCN(C(C)=O)CC2)c1)c1nc2ccccc2[nH]1 (stereo not given),-1%,2,-8
O=C(Cc1ccccc1)N(c1ccccc1)c1ccccc1,-2%,2,-13
COc1ccccc1C=NN=C(N)C(N)=NN=Cc1ccccc1OC,3%,18,5
Cc1c([N+](=O)[O-])cnc(Sc2ccccc2)c1[N+](=O)[O-],1%,-11,-2
O=C(O)c1ccc(Oc2nc3ccccc3s2)cc1,1%,16,12
Cc1ccc(C2(C)NC(=O)N(CC(=O)NCCN3C(=O)S/C(=C\c4cccnc4)C3=O)C2=O)cc1 (stereo not given),-1%,-6,-7
O=C(c1ccc(S(=O)(=O)N2CCC(c3nc4ccccc4s3)CC2)cc1)N1CCCCC1,-4%,2,0
COc1ccccc1C=CC(=O)C=Cc1ccccc1OC,-9%,-6,-25
COc1cc(OC)c(N(C)C(=O)c2cc3c(s2)-c2ccccc2S(=O)(=O)C3)cc1Cl,7%,15,-41
C/C=C1\NC(=O)[C@H](CC(N)=O)N(C)C(=O)C([C@@H](C)O)NC(=O)C(CCCc2ccc(OC)cc2)NC(=O)[C@H](C(C)C)NC(=O)/C(=C\C)NC(=O)[C@H](O)[C@@H](C[C@@H](O)CCCCCCC)NC(=O)[C@H](C)NC(=O)CN(C)C(=O)[C@H](CCC(N)=O)NC1=O (stereo not given in full),8%,-36,-1
COc1cccc2c(=O)c(C(=O)NCCc3ccccc3)c[nH]c12,0%,-34,-6
C=CCn1c(SC)nccc1=O,8%,17,17
O=c1[nH][nH]c(=O)c2nc(Nc3ccccc3)ncc12,2%,25,-6
O=C1Nc2ccc(Br)cc2C12OCCO2,6%,-19,7
CC(C)(C)OC(=O)N1CCC(C(=O)Nc2cccc(C(=O)N3CCCCC3)c2)CC1,-1%,-2,5
C[C@@H](C(=O)Nc1cc(C(F)(F)F)ccc1N1CCOCC1)N1C(=O)C2CC=CCC2C1=O (stereo not given in full),-5%,17,-5
COc1ccc(CNC(=O)C2(CC3CC(c4ccccc4)=NO3)CCNCC2)cc1 (stereo not given),-1%,-22,8
CC1(C)SC2C(C(=O)O)N=C(Cc3ccccc3)N2C1C(=O)O (stereo not given),-3%,9,-2
CCOC(=O)Cc1csc(NC(=O)CCCCCN2C(=O)c3cccc4cccc(c34)C2=O)n1,2%,-15,13
O=C1NC(=O)C(c2ccccc2)N1 (stereo not given),-1%,-13,-2
O=C(Nc1ccc(OC(F)(F)F)cc1)c1ccc2c(c1)no[n+]2[O-],4%,-13,-6
CCCCC[C@@H](/C=C/C1C(=O)C=C[C@H]1C/C=C\CCCC(=O)OC)OC(C)=O (stereo not given in full),10%,-20,0
Nc1ccc(C(=O)NN2C(=O)[C@H](Cl)C2c2ccc(Cl)cc2)cc1 (stereo not given in full),9%,-5,-2
Cc1cc(C)cc(NC(=S)NC(=O)Cc2ccccc2)c1,-4%,-17,-1
O=C(Cc1ccc(NC(=O)C2CCN(C(=O)C3CCCCC3)CC2)cc1)Nc1cccc(C(=O)N2CCCCC2)c1,5%,-3,1
CC1=CC(=O)C(C(C)=Nc2cccc(Cl)c2)C(=O)O1 (stereo not given),-9%,17,-2
Oc1ccccc1C=NN=Cc1c(O)ccc2ccccc12,6%,23,37
OC(CCN1CCC2CCC(C2)C1)c1ccc(Br)cc1 (stereo not given),1%,-7,34
O=c1onc(-c2ccccc2)n1-c1cc(Cl)cc(Cl)c1,-4%,5,6
COC(=O)C1=C2c3[nH]c4ccccc4c3CCN2C(=O)CC1,2%,-1,-8
COC(=O)c1cncn1Cc1ccccc1,0%,-16,-6
O=C(Nc1ccc(C(=O)N2CCOCC2)cc1)c1ccccc1,-3%,-28,-3
CCCCCCCCN1[C@@H](CC(=O)OCC)c2cc(F)ccc2S1(=O)=O,3%,u,7
COc1ccccc1OCCNC(=O)c1ccc(NC(=O)CC2SC(N3CCCC3)=NC2=O)cc1 (stereo not given),8%,-4,1
CC1C(=O)C(C)C(c2ccc(Cl)cc2)NC1c1ccc(Cl)cc1 (stereo not given),15%,5,6
Clc1ccc(Cl)c2sc(N3CCOCC3)nc12,-4%,4,-1
Cc1ccccc1C(N)=O,8%,-10,-4
O=c1[nH]c2nc(Br)[nH]c(=O)c2[nH]1,-9%,6,-6
# Continued.
SMILES,TCR act,KCNH2 3.1 block,hERG WT inh
CCN1C[C@@H]2[C@@H]3C(=O)N(C)C(=O)[C@@H]3[C@](C)(C1=O)N2C(=O)c1ccc(Cl)cc1,-3%,10,-1
COC(=O)C1=C[C@@H](C(=O)OC)[C@@H]2C3=C(C(=O)C2(C)C)[C@H](c2ccccc2)[C@@H]2C(=O)N(C)C(=O)[C@@H]2[C@@H]3C1,-6%,21,2
CCn1cc(CN(C)C(=O)CSc2nc(-c3ccco3)cc(C(F)(F)F)n2)c(C)n1,0%,-19,-2
Cc1cccc(NC(=O)c2cc3ccccc3c(=O)o2)n1,6%,-1,-5
COc1ccccc1-c1cccc([C@@H]2C[C@H]3[C@H](CON3C)CN2Cc2cc(Cl)cc(Cl)c2)c1,-1%,15,2
O=C1C=CC(=O)N1c1ccccc1N1C(=O)C=CC1=O,-6%,-193*,-135*
O=C1NC(=S)NC1=Cc1ccc(Cl)cc1Cl,-1%,-9,1
Cc1ccc(O)c(NC(=S)NC(=O)c2ccc(-c3ccc(Cl)cc3)o2)c1,1%,-6,-5
CCC1CCc2sc(C(=O)N3CCN(c4ccccn4)CC3)cc2C1 (stereo not given),-5%,2,-8
ON(CCc1ccccn1)CCc1ccccn1,-3%,-13,-4
COc1ccc(CCN2CC(C(=O)OCC(=O)N(C)CC(=O)Nc3ccccc3Cl)CC2=O)cc1OC (stereo not given),0%,-16,-13
CC(C)[C@H](NC(=O)OCc1ccccc1)C(=O)OCC(=O)NCc1ccco1,-4%,-3,-3
Cc1ccc(-n2c(C)cc(C=C3C(=O)N(C)C(=O)N(C)C3=O)c2C)cc1,-27%,-8,-8
CCC1([N+](=O)[O-])COC(C=Cc2ccccc2)OC1 (stereo not given),-2%,5,1
Cc1ccc2cc(C(c3nnnn3CC3CCCO3)N3CCCC4(CCCCC4)C3)c(=O)[nH]c2c1 (stereo not given),2%,-24,-8
CC(C)C(=O)Nc1cccc(COc2ccc(CN(Cc3ccccc3)C(=O)OC(C)(C)C)cc2)c1,1%,0,-5
O=C(CN1C(=O)NC2(CCCC2)C1=O)N1CCN(c2ccc(C(F)(F)F)cc2[N+](=O)[O-])CC1,-1%,-9,-6
CC(C)C[C@@H](CN)NC(=O)c1nc[nH]c1C(=O)N[C@@H](Cc1c[nH]c2ccccc12)C(=O)CNC[C@H](C)NC(=O)c1nc[nH]c1C(=O)N[C@@H](C)C(=O)O,-2%,0,7
COC(=O)CSc1nc(SC)nc2c1sc1nc(-c3ccco3)c3c(c12)CC(C)(C)OC3,-2%,13,-5
